TbMetRS inhib: blocks T. brucei methionyl-tRNA synthetase activity | inhibition, % at 11.9 µM | purified T. brucei MetRS, ATP depletion, Kinase-Glo luminescence | actives 0.4% (n = 360,000) | AID 624268;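 active = inhibition above a per-plate cutoff of the control wells' mean inhibition plus 3 SD, cut at about 5.5% in these data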;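 note: 0% = DMSO wells median and 100% = median of wells with control inhibitor compound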
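System: purified T. brucei MetRS enzyme / Detection: Kinase-Glo luciferase luminescence reporting remaining unconsumed ATP / Medium: HEPES buffer with MgCl2, KCl, DTT, spermine, BSA, pyrophosphatase / Replication: singlicate, one well per compound / Evaluation: percent inhibition relative to median high and low control wells / Schedule: 2 h aminoacylation at 25 °C after 15 min preincubation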
STEP block: blocks human striatal-enriched tyrosine phosphatase | P54829 | recombinant STEP, OMFP fluorogenic substrate, fluorescence | inhibition, % at 20 µM | actives 0.25% (n = 360,000) | AID 588621;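 active = inhibition at 20 µM, scaled per plate between control wells, above about 37%, limit read from the data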;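 note: 0% = DMSO with enzyme and substrate and 100% = substrate only without enzyme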
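System: STEP (striatal-enriched tyrosine phosphatase) enzyme, cell-free; medium: Bis-Tris pH 6.0 buffer with DTT, detergent; dosing: 20 µM, 1% DMSO; times: reaction 20 min, ambient temperature; detection: fluorescence, 480/540 nm; read-out basis: normalized % inhibition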
Rpn11 block: blocks the human proteasome subunit Rpn11. O00487. human 26S proteasome, Ub4-pepOG fluorescence polarization; 20S core pre-blocked with epoxomicin. calls only at 20 µM. actives 0.59% (n = 360,000). AID 588493;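 active = inhibition at 20 µM, scaled to each plate's controls, above about 33%, limit read from the data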
Target sequence (O00487 whole entry, looked up): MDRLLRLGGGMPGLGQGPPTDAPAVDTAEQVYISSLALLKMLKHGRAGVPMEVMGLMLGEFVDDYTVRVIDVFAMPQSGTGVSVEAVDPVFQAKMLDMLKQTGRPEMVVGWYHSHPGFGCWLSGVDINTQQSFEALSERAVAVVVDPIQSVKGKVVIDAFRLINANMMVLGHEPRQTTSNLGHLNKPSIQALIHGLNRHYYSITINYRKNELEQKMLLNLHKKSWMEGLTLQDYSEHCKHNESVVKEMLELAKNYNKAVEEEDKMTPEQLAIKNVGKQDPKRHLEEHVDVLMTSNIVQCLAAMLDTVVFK
NadD block: inhibitors of Staphylococcus aureus NadD; purified NadD enzyme, colorimetric absorbance read-out; inhibition, % at 20 µM; actives 0.78% (n = 360,000); in the data active = inhibition above about 26%; note: some compounds past the cut are filed as inactive
SUMO1-SIM PPI: alters human SUMO1 binding to SIM partners. SUMO1 binding to a labelled peptide, TR-FRET, 1 h. P63165. inhibition, % at 20 µM. actives 0.33% (n = 360,000); in the data active = inhibition above about 37%
Target sequence (P63165 whole entry, looked up): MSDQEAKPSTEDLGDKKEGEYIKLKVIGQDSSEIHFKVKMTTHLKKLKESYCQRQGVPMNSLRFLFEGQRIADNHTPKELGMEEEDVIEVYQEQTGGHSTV
CSN deneddyl inh: inhibitors of human CSN-mediated cullin deneddylation | Q92905 | actives 0.38% (n = 360,000) | AID 651999 | Purified CSN, SCF-Nedd8-OG deneddylation, fluorescence polarization | inhibition, % at 12.5 µM;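 active = pattern-corrected inhibition above about 35%, with an unprinted fluorescence ratio check between 0.5 and 1.5, limit read from the data, passing the limit was not always enough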;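 note: 0% = enzyme with substrate and 100% = substrate without enzyme; some results filed as inactive read as strong as hits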
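Assay system: Purified human Csn5 enzyme expressed in HEK293T cells | Amount: Enzyme 0.24 nM | Measured by: Fluorescence polarization readout | Medium: Tris/NaCl/DTT buffer, pH 7.5 | Compound dosing: One concentration, 12.5 µM, 0.25% DMSO | Times: 90 min incubation of compound, enzyme and substrate at room temperature | Control set: no-enzyme wells high, enzyme-with-substrate wells low | Read-out: % inhibition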
MsrA inh: inhibitors of bovine MsrA; actives 0.75% (n = 360,000); inhibition, % at 15.5 µM; purified bovine MsrA, absorbance read-out; in the data active = inhibition above about 4.5%;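 note: 0% = vehicle wells with enzyme and 100% = reference inhibitor wells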
DNMT1 inh: blocks human DNA methyltransferase DNMT1; P26358; DNMT1 molecular beacon, Hinp1I cleavage, fluorescence; inhibition (reported as % activation of signal), % at 10 µM; actives 0.83% (n = 360,000); AID 588458; in the data active = inhibition above about 50%
LMPTP block: LMPTP (human) inhibition | recombinant LMPTP-A, OMFP fluorogenic substrate, fluorescence intensity | P24666 | inhibition, % at 20 µM | AID 651560 | actives 0.22% (n = 360,000);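 active = compounds that cut the enzyme signal by at least half of the control window in the single-dose screen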;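 note: plate controls were DMSO wells with enzyme plus substrate for no effect and substrate without enzyme for full effect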
Target sequence (P24666 whole entry, looked up): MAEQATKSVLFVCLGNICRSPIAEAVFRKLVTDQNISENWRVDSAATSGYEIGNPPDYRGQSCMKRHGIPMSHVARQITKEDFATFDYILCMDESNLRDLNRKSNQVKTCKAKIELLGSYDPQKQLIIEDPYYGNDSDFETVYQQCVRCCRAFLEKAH
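test system = LMPTP-A | amount = 0.625 nM LMPTP-A final | reagent = fluorogenic phosphatase substrate OMFP at 400 µM final | incubation = 50 min at room temperature | benchmarks = no-enzyme low control, uninhibited high control | medium = Bis-Tris pH 6.0, DTT, detergent | signal = fluorescence intensity of OMFP turnover product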
Scp-1 inhibitor: blocks human Scp-1 phosphatase activity; Q9GZU7; Recombinant Scp1, phosphopeptide, malachite green phosphate absorbance; inhibition, % at 20 µM; actives 0.88% (n = 340,000); AID 493091;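 active = inhibition above about 50% at 20 µM, limit read from the data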;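 note: plate controls were DMSO wells with enzyme for no effect and wells lacking enzyme for full effect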
Target sequence (Q9GZU7 76-261 limits assumed): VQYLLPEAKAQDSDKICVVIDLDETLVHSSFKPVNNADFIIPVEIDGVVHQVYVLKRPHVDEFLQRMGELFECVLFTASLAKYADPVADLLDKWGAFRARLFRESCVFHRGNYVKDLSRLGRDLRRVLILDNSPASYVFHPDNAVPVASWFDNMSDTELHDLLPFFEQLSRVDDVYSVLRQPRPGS
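Test system: SCP-1 phosphatase catalytic domain, residues 76-261 | Compound dosing: One concentration, 20 µM, with 1.0% DMSO | Schedule: 45 min room-temperature reaction, 5 min colour, 30 min stabiliser | Detection: Absorbance at 630 nm | Read-out basis: % inhibition of SCP-1 phosphate liberation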
* hit, by the source's call; i = inactive; x = no result given.

molecule	TbMetRS inhib	STEP block	Rpn11 block	NadD block	SUMO1-SIM PPI	CSN deneddyl inh	MsrA inh	DNMT1 inh	LMPTP block	Scp-1 inhibitor
CCCNC(=O)c1cc(OC)c(OC)cc1[N+](=O)[O-]	-0.4	-4	i	1	-10	0	3.4	2	-0.2	-1
COc1ccc(C2(C)NC(=O)N(CC(=O)NC3CCCC3)C2=O)cc1OC (centres undefined)	-0.6	-2	i	1	-5	3	-0.9	-1	0.6	-1
O=S(=O)(NNc1ccc(F)cc1F)c1cccc(Cl)c1	-0.8	-1	i	0	0	4	0.2	-1	0.0	-7
CC1C(=O)C(C)C(c2cccs2)NC1c1cccs1 (centres undefined)	-0.1	2	i	-4	-3	9	0.4	0	0.2	-2
NC(=O)C1CCCN(C(=S)NCc2ccc3c(c2)OCO3)C1 (centres undefined)	-0.6	3	i	0	-1	-5	-0.5	6	-0.6	-3
O=C(N1CCN(c2ccc(F)cc2)CC1)C1(c2cccs2)CCOCC1	-1.0	-1	i	-4	1	-3	0.4	0	0.6	-1
CN1C(=O)N(C)C2(c3ccccc3)N(C(C)(C)C)C(=O)NC12c1ccccc1 (centres undefined)	0.3	2	i	-4	10	1	-0.1	5	-1.0	0
CN(Cc1ccccc1)C(=O)c1oc(=O)c2ccccc2c1-c1ccccc1	0.9	1	i	-3	-2	2	0.1	0	0.7	-8

Quoted from the listing:
LMPTP block, NC(=O)C1CCCN(C(=S)NCc2ccc3c(c2)OCO3)C1 (centres undefined) is entered as -0.6
NadD block, CN1C(=O)N(C)C2(c3ccccc3)N(C(C)(C)C)C(=O)NC12c1ccccc1 (centres undefined) is entered as -4

The listing continues:
molecule	TbMetRS inhib	STEP block	Rpn11 block	NadD block	SUMO1-SIM PPI	CSN deneddyl inh	MsrA inh	DNMT1 inh	LMPTP block	Scp-1 inhibitor
CCOC(=O)C1=CC[C@@H](c2ccccc2C(F)(F)F)N(S(=O)(=O)c2ccc(C)cc2)[C@H]1c1ccc(C#N)cc1	-0.6	5	i	7	4	-7	0.7	1	0.1	x
CC1CCCC(NC(=O)CN2C(=O)COc3ccccc32)C1C (centres undefined)	-0.5	-2	i	1	0	-3	-0.5	3	-1.9	-9
O=C1CSC(c2ccccn2)N1c1ccc(F)cc1F (centres undefined)	-1.1	-3	i	-9	3	2	0.2	0	-2.9	-6
Cc1ccc(NC2=CC(=O)C(=O)c3ccccc32)c(C)c1	-0.3	4	i	4	-38	-1	0.0	13	2.8	-1
Cn1c(C(=O)N2CCC(C(N)=O)CC2)cc2cc(Cl)ccc21	-1.0	-9	i	-3	3	1	0.9	1	-1.4	-11
O=C(COc1ccc(S(=O)(=O)Nc2cccc(C(F)(F)F)c2)cc1)N1CCOCC1	-0.1	-4	i	-5	2	0	1.7	0	-0.6	-5
Cn1c(=O)c2sccc2n(CC(=O)NCCC2=CCCCC2)c1=O	-0.9	-1	i	-3	-2	-1	-0.5	1	-0.5	-7
CS(=O)c1ccc(-n2c(=O)n(Cc3ccccc3)c(=O)c3[nH]cnc32)cc1 (centres undefined)	0.0	0	i	1	-3	3	0.9	0	-0.1	-9
O=C(CNC(=O)c1ccc(S(=O)(=O)N2CCCC2)cc1)N/N=C/c1c(Cl)cccc1Cl	-0.2	-2	i	-1	-2	-5	0.0	-4	-0.2	-6
CCOc1ccc(-c2nc(CN3CCCCC3CCn3cccn3)c(C)o2)cc1 (centres undefined)	-0.5	-2	i	-5	-2	2	-0.7	-3	0.0	-7
C/C(=N\NC(=O)c1ccncc1)c1cccs1	-0.3	4	i	0	-5	4	1.4	0	0.1	-5
COc1ccc(CCC(=O)Nc2ccc(Cn3ccnc3)cc2)cc1	-0.7	0	i	3	-1	-1	-0.3	1	0.4	4
O=C(CNC(=O)c1ccccc1)OCC(=O)c1c[nH]c2ccccc12	0.4	3	i	-2	-1	3	-1.3	-22	0.9	-7
Cc1ccc(N2C(=O)N(CC(=O)c3cc(C)ccc3C)C(=O)C2C)cc1 (centres undefined)	-0.5	-3	i	-8	2	4	0.0	-3	0.6	-6
COc1ccc(OC)c(NC(=O)Cn2cc(C(=O)c3ccco3)c3ccccc32)c1	0.1	-2	i	-2	18	3	1.3	-7	1.8	-10
Cc1ccccc1N=C/C=C1\N(C)c2ccccc2C1(C)C	-1.8	1	i	-2	20	3	2.1	2	0.3	7
O=C(O)CCc1ccc(-c2ccc(Cl)cc2)n1Cc1ccco1	0.3	-2	i	4	8	14	0.5	21	1.4	0
C=CCNC(=O)c1c2c(nc3ccccc13)-c1ccccc1CC2	-0.4	-1	i	-3	-7	1	2.1	-2	-0.6	3
Cc1ccc2nc3c(cc(C(=O)NC4CCCC4)c(=N)n3C3CCCCC3)c(=O)n2c1	-0.3	4	i	-5	-25	2	0.6	1	1.4	5
Nc1ccc(N2CCOCC2)c(S(=O)(=O)Nc2cc(Cl)ccc2Cl)c1	0.3	-4	i	11	10	-4	0.6	-5	-0.2	1
COC(=O)C[C@H]1C=C[C@H](NC(=O)Nc2ccccc2)[C@@H](CO)O1	-0.4	x	x	x	3	-1	0.1	x	-0.7	x
O=C(N/N=C/c1ccccc1)C(O)c1ccccc1 (centres undefined)	-0.9	0	i	1	-1	-2	-0.1	-1	-1.0	6
NS(=O)(=O)c1ccc(NC(=O)COC(=O)C2CC(=O)N(Cc3ccccc3)C2)cc1 (centres undefined)	-0.6	1	i	-2	3	-6	-0.5	4	0.2	15
O=[N+]([O-])c1ccc2nc(-c3ccccc3)cc(-c3ccccc3)c2c1	-0.6	0	i	0	-3	-3	-0.4	2	1.2	-3

Sorted by molecular weight (high to low): part of the list above.
molecule	TbMetRS inhib	STEP block	Rpn11 block	NadD block	SUMO1-SIM PPI	CSN deneddyl inh	MsrA inh	DNMT1 inh	LMPTP block	Scp-1 inhibitor
Cc1ccc2nc3c(cc(C(=O)NC4CCCC4)c(=N)n3C3CCCCC3)c(=O)n2c1	-0.3	4	i	-5	-25	2	0.6	1	1.4	5
C=CCNC(=O)c1c2c(nc3ccccc13)-c1ccccc1CC2	-0.4	-1	i	-3	-7	1	2.1	-2	-0.6	3
O=C(N/N=C/c1ccccc1)C(O)c1ccccc1 (centres undefined)	-0.9	0	i	1	-1	-2	-0.1	-1	-1.0	6

New compounds follow:
molecule	TbMetRS inhib	STEP block	Rpn11 block	NadD block	SUMO1-SIM PPI	CSN deneddyl inh	MsrA inh	DNMT1 inh	LMPTP block	Scp-1 inhibitor
CC(C)N1CC2(CC(c3ccccc3F)=NO2)CN1C(=O)c1ccc(C(C)(C)C)cc1 (centres undefined)	-0.6	4	i	5	5	-2	0.3	0	0.3	x
CCOc1ccc(C(=O)Nc2ccc(C(=O)N3CCOCC3)cc2)c(OCC)c1	-0.5	12	i	1	7	0	0.2	-1	-0.2	-7
Cc1cc(C(=O)N[C@@H](c2ccccc2)[C@]2(C)C[C@H]2[C@@H](C)C(=O)Nc2ccc3ccccc3c2)no1	-0.2	1	i	-8	-5	1	1.0	-8	1.8	-6
COc1cc2c(=O)n(CC3CCCO3)c(=O)n(CC(=O)Nc3ccccc3)c2cc1OC (centres undefined)	0.5	2	i	2	-3	6	2.3	-2	1.5	-10
Cc1ccc(C(=O)Nc2cccc(C(=O)N3CCN(C)CC3)c2)cc1	-0.9	-4	i	-5	1	6	-1.6	0	-0.4	0
COc1ccc(OC)c(NC(=O)Cc2csc(NC(=O)Nc3ccccc3OC)n2)c1	-0.6	-3	i	-1	8	0	0.2	0	3.1	2
Cc1cc(C(=O)O)cc(Br)c1N	-0.1	0	i	-3	-5	-7	1.3	0	-0.6	-5
C[C@@H]1CN([C@H](C)CO)C(=O)c2cc(NS(=O)(=O)c3cccs3)ccc2O[C@H]1CN(C)Cc1ccccc1	-0.2	-3	i	-6	-3	-1	-0.2	3	-1.1	0

Some of these compounds in order of their number in CSN deneddyl inh, ascending:
SMILES	TbMetRS inhib	Rpn11 block	NadD block	SUMO1-SIM PPI	CSN deneddyl inh	MsrA inh	DNMT1 inh	LMPTP block	Scp-1 inhibitor
NS(=O)(=O)c1ccc(NC(=O)COC(=O)C2CC(=O)N(Cc3ccccc3)C2)cc1 (centres undefined)	-0.6	i	-2	3	-6	-0.5	4	0.2	15
NC(=O)C1CCCN(C(=S)NCc2ccc3c(c2)OCO3)C1 (centres undefined)	-0.6	i	0	-1	-5	-0.5	6	-0.6	-3
Nc1ccc(N2CCOCC2)c(S(=O)(=O)Nc2cc(Cl)ccc2Cl)c1	0.3	i	11	10	-4	0.6	-5	-0.2	1
O=C(N1CCN(c2ccc(F)cc2)CC1)C1(c2cccs2)CCOCC1	-1.0	i	-4	1	-3	0.4	0	0.6	-1
CCCNC(=O)c1cc(OC)c(OC)cc1[N+](=O)[O-]	-0.4	i	1	-10	0	3.4	2	-0.2	-1
O=C(O)CCc1ccc(-c2ccc(Cl)cc2)n1Cc1ccco1	0.3	i	4	8	14	0.5	21	1.4	0

The listing picks up with the two entries that preceded the break.
molecule	TbMetRS inhib	STEP block	Rpn11 block	NadD block	SUMO1-SIM PPI	CSN deneddyl inh	MsrA inh	DNMT1 inh	LMPTP block	Scp-1 inhibitor
Cc1cc(C(=O)O)cc(Br)c1N	-0.1	0	i	-3	-5	-7	1.3	0	-0.6	-5
C[C@@H]1CN([C@H](C)CO)C(=O)c2cc(NS(=O)(=O)c3cccs3)ccc2O[C@H]1CN(C)Cc1ccccc1	-0.2	-3	i	-6	-3	-1	-0.2	3	-1.1	0
CCNc1nc(NCC)nc(NC(N)=S)n1	-0.9	-1	i	-4	0	-2	0.5	4	0.4	-1
Cc1ccc(NS(=O)(=O)c2c(C)[nH]c(=O)[nH]c2=O)c(Br)c1	-0.4	-2	i	-1	2	-4	0.0	0	0.3	-4
CCC/C(=N\NC(=O)CCC(=O)NCc1ccccc1)c1ccccc1	-0.5	-1	i	0	4	-6	1.4	0	0.7	-4
COc1nc2c(s1)C(=O)NCCC2	-1.2	1	i	0	2	0	-1.1	1	-1.1	-8
O=C(COc1ccccc1)NC1CCCCC1	-1.2	-2	i	2	-3	-11	0.8	0	-1.5	4
COc1ccc(C2NN=C(c3ccc(C)cc3)S2)cc1 (centres undefined)	-0.5	1	i	1	-7	-5	0.8	2	-1.2	-14
Cc1c(NC(=O)COc2ncnc3ccccc23)c(=O)n(-c2ccccc2)n1C	-0.9	1	i	0	6	-1	-1.8	5	-1.3	-7

Bioassay records as filed in PubChem.

Compounds as they come (roughly 3.9% active in at least one column).
